# mHTT CaM bind – inhibitors of human mutant huntingtin-calmodulin interaction | 190,000 compounds, 3.6% hits | inhibition, % at 15 µM | AlphaScreen His-mHTT/GST-CaM binding, luminescence | AID 1671202;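 also: 0% = both proteins with DMSO and 100% = one protein alone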
# Pf apPOL inh – Pf-apPOL DNA polymerase inhibition. 210,000 compounds, 0.25% hits. inhibition, % at 10 µM. AID 1794808. Recombinant Pf-apPOL, molecular beacon fluorescence, 1.5 h
# An asterisk follows results filed as active; i = inactive; x = no result given; & = joins results of further samples. Rule as the data show it: active = inhibition above about 50%; inactive = the rest.
SMILES,mHTT CaM bind,Pf apPOL inh
Cc1ccc(OS(=O)(=O)c2ccc(-c3csc(C)n3)s2)c(C)c1,x,0&8
O=C(Nc1c(F)c(F)c(F)c(F)c1F)C(Sc1ccccc1)c1ccccc1 (stereo not drawn),-8,0
O=C(Nc1ccc(-c2nc3ccccc3o2)cc1)c1cccc(Br)c1,-3,0
O=C(NC(N1CCOCC1)C(Cl)(Cl)Cl)c1ccc(Br)cc1 (stereo not drawn),-7,1
CC(=O)c1cccc(Nc2cc(C)nc3c(C)cc(C)cc23)c1,6,-2
COCCN1C(=O)Cc2ccccc2C1C(=O)NCc1ccc(C)cc1 (stereo not drawn),-3,-4
Cc1ccc(/C=C2\N=C(c3ccc(Br)cc3)OC2=O)cc1,0,-1
CC(Oc1ccccc1F)C(=O)NCCOc1ccc(-c2ccccn2)nn1 (stereo not drawn),100*,-9
CN(CCOC(=O)CC1C=CCC1)C1CN(Cc2cn(Cc3ccccc3Cl)nn2)S(=O)(=O)C1 (stereo not drawn),6,-6
COc1ccc(CNC(=O)C2CCN(c3c(C#N)cnc4ccccc34)CC2)cc1,-3,-2
O=C1S/C(=C\c2ccccc2F)C(=O)N1CNc1cccc([N+](=O)[O-])c1,-2,-2
CCCCc1nc(S(=O)(=O)c2ccc(Cl)cc2)c(N(C)C)o1,2,-8
COc1ccc(-c2cc(C(F)(F)F)n3ncc(C(=O)NCc4cccnc4)c3n2)cc1,9,0
Cc1ccc(/C=C2\N=C(c3cc(I)ccc3Cl)SC2=O)o1,15,1
CCC(=O)N1CCc2cc(-c3ccc(C(=O)N4CCN(C)CC4)cc3)ccc21,-6,0
O=C(Nc1cccc(-c2nc3ncccc3o2)c1)c1ccc(-c2ccc(F)cc2)o1,20&8,-2&-6
CCCN(C)C(=O)c1ccc2c(=O)n3c(nc2c1)CCCC3,0,0
CCN1CCCc2cc(C(=O)N3CCC(C)CC3)sc21,13,-8
Cc1ccc(CNC(=O)C2CN(S(=O)(=O)c3cccnc3)CC23CCCCC3)o1 (stereo not drawn),10,-6
Cc1ccc(S(=O)(=O)N2CCCCC2CCNC(=O)c2cccn(C)c2=O)cc1 (stereo not drawn),2,-4
Cc1ccc(-c2ccc(N3CCN(S(=O)(=O)c4cc(F)ccc4F)CC3)nn2)c(C)c1,-2,-8
CC(C)Cc1ccc(S(=O)(=O)Nc2cccnc2)cc1,-22,-4
CCNC(=O)NC1CCN(c2nc3ccccc3n(CC)c2=O)CC1,-2,0
O=C(Nc1cccnc1Cl)c1cccnc1Cl,x,-1
CC1=C(C(=O)Nc2ccccn2)C(c2ccc([N+](=O)[O-])cc2)n2ncnc2N1 (stereo not drawn),0,1
Brc1ccc2nc(-c3ccccc3)cn2c1,-13,x
Cc1cc(Cl)ccc1NC(=O)c1ccc(-c2cncnc2)nc1,-1,0
COc1ccc(CC(=O)N2CCC(Nc3ncnc4c3CCC4)C2)cc1 (stereo not drawn),-6,-2
O=C(Nc1nnc(C23CC4CC(CC(C4)C2)C3)s1)C1CCCCC1,1,3
O=C(O)c1cc(-n2cccc2)ccc1Cl,72*,18
Fc1ccc2c(c1)C(=NNC(=S)NCC1CCCO1)CCS2 (stereo not drawn),x,-3
Cc1cc(NC(=O)NC(=O)c2ccc(C(F)(F)F)cc2)no1,2,-2
COc1ccccc1Cc1nc(-c2cccc([N+](=O)[O-])c2)no1,4,-3
COc1ccc(NC(=O)C2CCC(N3C(=O)C4CCCCC4C3=O)CC2)cc1 (stereo not drawn),6,-2
CCOc1ccc(CNC(=O)c2ccc3c(c2)NC(=O)C2CCCCN32)cc1OC (stereo not drawn),14,3
Cn1c2c(c3cc(Cl)ccc31)CCCC2C#N (stereo not drawn),-1,-1
COc1cccc(CCNC2CC(=O)N(c3ccc(NC(C)=O)cc3)C2=O)c1 (stereo not drawn),4,-6
O=C(Nc1ccc2oc(-c3ccncc3)nc2c1)c1ccc(Cl)c([N+](=O)[O-])c1,-1,1
C=CCSc1nnc2n(C)c(=O)c3c(n12)-c1ccccc1CC31CCCCC1,9,-3
COc1cccc(C(=O)N2CCN(Cc3ccccc3F)CC2)c1,4,2
Cc1ccc(C(=O)NC2CCN(c3ccccc3)C2=O)c(C)c1 (stereo not drawn),-10,-2
CCOc1ccc(CC(=O)N2CCCC2c2nc(-c3ccccc3C)no2)cc1OCC (stereo not drawn),19,-3
COc1cccc(COc2cn(C)c(C(=O)N3CCN(c4ncccn4)CC3)cc2=O)c1,-6,-7
O=S(=O)(NCCCc1nc2ccccc2[nH]1)c1ccc(Cl)cc1,-2&-1,-7&-11
NS(=O)(=O)c1ccc(CCNC(=O)COc2ccc(Cl)cc2)cc1,5,-3
COc1cc(CNC(=O)C2Oc3ccccc3NC2=O)cc(OC)c1OC (stereo not drawn),37,4
CCCCCSc1nnc2c(n1)OC(c1cccnc1)Nc1ccccc1-2 (stereo not drawn),6,-3
Cc1ccc2c(c1)C1CCCC3C1N2CC(=O)N3Cc1ccccc1 (stereo not drawn),8,-85
COc1ccc(-c2noc(-c3ccc(N4CCCC4)nc3)n2)cc1,-8,-1
COc1cc2c(cc1OC)C(=O)OC2,-8&-4,-9

# Of the compounds above, two have two or more sulfur atoms.
SMILES,mHTT CaM bind,Pf apPOL inh
Cc1ccc(OS(=O)(=O)c2ccc(-c3csc(C)n3)s2)c(C)c1,x,0&8
Fc1ccc2c(c1)C(=NNC(=S)NCC1CCCO1)CCS2 (stereo not drawn),x,-3

# (further entries)
SMILES,mHTT CaM bind,Pf apPOL inh
Cn1c2c(c(=O)[nH]c1=O)C(c1ccc(Cl)cc1Cl)C1=C(N2)c2ccccc2C1=O (stereo not drawn),24,-13
O=C(Nc1ccccc1Cl)O[C@H]1CCC12CCC(c1ccccc1)CC2 (stereo partly drawn),-57,-6
CC(C)n1c(C2CCN(S(=O)(=O)Cc3ccc(F)cc3Cl)C2)nc2ccncc21 (stereo not drawn),9,-1
COc1cccc2c3c(c(C)nc12)CC(C)S3 (stereo not drawn),9,-2
CC(=O)OCC1OC(n2ccc(=O)[nH]c2=S)C(OC(C)=O)C1OC(C)=O (stereo not drawn),-3,x
Cc1ccc(CNc2ncnc3c(C(=O)N4CCCC4)sc(C)c23)cc1,15,-5
Cc1cccc(C)c1N(C)S(=O)(=O)c1ccc2[nH]cc(C(=O)NCc3ccco3)c(=O)c2c1,29,-2
CN1CCN(CCOCCOc2ccc(Cl)cc2C(C)(C)C)CC1,16,2
O=C(NCCN1CCc2ccccc2C1)C1CCN(c2cncnc2N2CCCC2)CC1,10,-2
CCSc1ccc(C(=O)Nc2cccc(C)n2)cc1[N+](=O)[O-],4,-31
NC(=O)COc1ccc(-c2ccccc2)cc1,-4,-4
Cc1ccc(C)c(NC(=O)Cn2[nH]c(-c3ccc(F)cc3)cc2=O)c1,6,0
CC1(C)c2ccccc2N2CCC(=O)NC21/C=C/c1ccc(Br)cc1 (stereo not drawn),11,1
Cc1c(O)ccc(C(=O)COc2ccc(F)cc2)c1O,0,0
O=C(NCCCCc1ccccc1)c1cccc(NC(=O)C2CCCCC2)c1,-5,0
CN(C)S(=O)(=O)N1CCC(c2nnc(C(F)(F)F)o2)CC1,-14,-4
Cc1ccccc1OCC1CN(CN(CC(C)C)CC(C)C)C(=O)O1 (stereo not drawn),-1,-7
N=c1ccn2c(n1)OC1[C@@H](O)[C@@H](CO)O[C@H]12 (stereo partly drawn),x,4
COc1cccc(C(=O)NCCC2CCN(C(=O)c3ccccc3)CC2)c1,10,-5
CCCN1C(=O)Cc2ccccc2C1C(=O)NCc1cccs1 (stereo not drawn),-5,-6

# Reprinted from the part before: 3 compounds, followed by the next part.
SMILES,mHTT CaM bind,Pf apPOL inh
N=c1ccn2c(n1)OC1[C@@H](O)[C@@H](CO)O[C@H]12 (stereo partly drawn),x,4
COc1cccc(C(=O)NCCC2CCN(C(=O)c3ccccc3)CC2)c1,10,-5
CCCN1C(=O)Cc2ccccc2C1C(=O)NCc1cccs1 (stereo not drawn),-5,-6
Cc1cc(NS(=O)(=O)c2ccccc2[N+](=O)[O-])ccc1O,11,-2
COc1ccc(C2C3=C(CC(C)(C)CC3=O)Nc3nc(C(F)(F)F)nn32)cc1OC (stereo not drawn),0,4
O=C(CSc1n[nH]c(=O)[nH]c1=O)c1ccc([N+](=O)[O-])cc1,3,1
O=C1OC(C(=O)Nc2c(Cl)cccc2Cl)Cc2ccccc21 (stereo not drawn),0,7
O=C(c1ccc2c(c1)OCO2)N1CCCC2(C1)NC(=O)N(Cc1ccccc1)C2=O (stereo not drawn),2,-9
CCOc1ccccc1CN1CCc2nc(Nc3ccc(OC)cc3OC)ncc2C1,55*,-6
CSc1sc(SC)c(CO)c1C=O,3,1
Cc1nc2ccccc2n1CC1CCN(CC(=O)Nc2cccnc2)CC1,-9,-6
COc1cccc(/C=C2/C(=O)N(c3ccc(Cl)c(Cl)c3)N=C2C)c1O,60*,-5
Cn1nc(-c2nc(-c3ccc(F)cc3)no2)c2c1CCN(C(=O)c1ccccn1)C2,7,-4
O=C(c1ccsc1)N1CCC(Oc2cc(N3CCCC3)ncn2)C1 (stereo not drawn),4,-4
COc1ccc(N2CCN(C(=O)c3cn4c(n3)COCC4)CC2)cc1,0,-1
CCCN(CCC)C(=O)c1c[nH]c2ccc(S(=O)(=O)N(C)c3ccc(Cl)cc3)cc2c1=O,3,-26
CC1(C)NC(C)(C)/C(=N\O)C(=NO)/C1=N/O,i,x
CCSc1nc2c(c(=O)n(Cc3ccccc3Cl)c(=O)n2C)n1C,4&0,10&-3
O=C(Nc1ccc(Cl)cc1)c1nsc(Cl)c1Cl,-8,-5
COc1ccc(-c2noc(-c3ccc(OC)cc3)[n+]2[O-])cc1,-3,x
COC(=O)Cc1c(C(=O)OC)nnn1-c1ccc(Cl)cc1,x,-9&-1
COc1cccc(C2CC(c3ccccc3C)n3ncnc3N2)c1 (stereo not drawn),-1,-8
Cc1ccc(/C=C2\N=C(c3ccc(F)cc3)OC2=O)o1,11,5

# A stretch from the list above:
SMILES,mHTT CaM bind,Pf apPOL inh
N=c1ccn2c(n1)OC1[C@@H](O)[C@@H](CO)O[C@H]12 (stereo partly drawn),x,4
COc1cccc(C(=O)NCCC2CCN(C(=O)c3ccccc3)CC2)c1,10,-5

# (continued)
SMILES,mHTT CaM bind,Pf apPOL inh
O=C(COc1ccccc1)N1CCCC(COc2ccc(C(=O)N3CCCCC3)cc2)C1 (stereo not drawn),3,9
COc1cc(C(=O)N2CCC(CC(=O)NCCN(C)C)CC2)cc(OC)c1OC,-11,-1
CC(=O)c1ccc(NC(=O)c2cc(S(=O)(=O)N3CCOCC3)ccc2C)cc1,1,-3
CCOc1ccc(N(CC(=O)O)S(=O)(=O)c2ccc(C)cc2)cc1,-2,11
CNC(=S)NNC(=O)CSCc1c(Cl)cccc1Cl,x,-18
CCOc1ccc(N2C(=O)c3ccccc3CCC2(C)C(=O)NCCC(C)C)cc1 (stereo not drawn),4,-1
COc1cc(C=C2Oc3cc(OC(=O)c4cccs4)ccc3C2=O)cc(OC)c1OC,7,-2
COc1cc(C2N=C(c3ccc(Cl)cc3)SC(c3ccc(Cl)cc3)=N2)cc(OC)c1OC,x,-5&-6
COc1cccc(CNC(=O)C2(C)CCCN(C(=O)c3ccc(Br)cc3)C2)c1 (stereo not drawn),30,-2
CCOc1ccc(-c2c(C#N)c(N)nc(OC)c2C#N)cc1,-6&-3,-4&-3

# Reprinted from the part before: five entries, followed by the next part.
SMILES,mHTT CaM bind,Pf apPOL inh
CCOc1ccc(N2C(=O)c3ccccc3CCC2(C)C(=O)NCCC(C)C)cc1 (stereo not drawn),4,-1
COc1cc(C=C2Oc3cc(OC(=O)c4cccs4)ccc3C2=O)cc(OC)c1OC,7,-2
COc1cc(C2N=C(c3ccc(Cl)cc3)SC(c3ccc(Cl)cc3)=N2)cc(OC)c1OC,x,-5&-6
COc1cccc(CNC(=O)C2(C)CCCN(C(=O)c3ccc(Br)cc3)C2)c1 (stereo not drawn),30,-2
CCOc1ccc(-c2c(C#N)c(N)nc(OC)c2C#N)cc1,-6&-3,-4&-3
Cc1ccc(NC(=O)Cn2cc3c(n2)CCC(C)C3)cc1C (stereo not drawn),1,1
O=C1CCCC2=C1C(c1ccc(F)cc1)C1C(=O)c3ccccc3C1=N2 (stereo not drawn),44,4
COc1ccc2c(c1)N1CCCCC1C(C(=O)NC(C)C)C2 (stereo not drawn),-6,1
CC(/C=C/c1ccc(F)cc1)=C\C(=O)O,-1,-4
Cc1ccc(C)n1-c1ncccc1OCc1nnc(-c2ccc3ccccc3c2)o1,x,-3
O=C(NC1CCN(C(=O)C2CCCC2)C1)C1CC1 (stereo not drawn),0,0
CCCCN1CCN(C(=O)CCC2CCCN(c3cc(NCCC)ncn3)C2)CC1 (stereo not drawn),15,-4
Cc1cccn2c(=O)c3cc(C(=O)NCc4ccco4)c(=N)n(CCN4CCOCC4)c3nc12,21,6
O=c1/c(=C/c2ccc(Br)cc2)sc2nc3ccccc3n12,-2,-1
COc1ccc(NC(=O)CSc2ccccc2)cc1OC,0,-1
CCN(CC)S(=O)(=O)c1ccc2[nH]c(=O)c(=O)[nH]c2c1,-8,-6
CCOc1ccc(C(=O)/C=C/Nc2ccc(S(=O)(=O)Nc3cc(C)nc(C)n3)cc2)cc1,9,3
Cc1nnc(N2C(=O)C(=O)C(=C(O)c3ccccc3)C2c2ccc(Cl)c(Cl)c2)s1 (stereo not drawn),13,1
Cc1ccc(Oc2nccnc2N2CCCC(C(=O)NCc3ccccc3C)C2)cc1 (stereo not drawn),-4,-3
CC(C)C[C@@H]1NC(=O)[C@@H]2CSCCS(=O)(=O)N2C1=O,-6,-1
O=S(=O)(c1ccccc1)c1cc(O)ccc1O,-4,x
COc1ccc(C2=NN(C(=O)CCCC(=O)O)C(c3ccccc3OC)C2)cc1OC (stereo not drawn),7,-12

# Screens from PubChem.

# Hits appear at their usual frequency; about 3.6% have a hit in one of these screens.
